Bioassay records from PubChem.
LmPK inhibitor – qHTS Assay for Inhibitors of Leishmania Mexicana Pyruvate Kinase (LmPK). Potency, µM (doses to about 57.5 µM), for inactives: at the highest dose activity change, negative = inhibition, usual class: inhibitors. hit rate 0.37% among 290,000. purified LmPK, Kinase-Glo ATP luminescence, 1 h. AID 1721, 2009; also: potency is read from the fitted curve at half-maximal effect
Target sequence (Q27686 whole entry, looked up): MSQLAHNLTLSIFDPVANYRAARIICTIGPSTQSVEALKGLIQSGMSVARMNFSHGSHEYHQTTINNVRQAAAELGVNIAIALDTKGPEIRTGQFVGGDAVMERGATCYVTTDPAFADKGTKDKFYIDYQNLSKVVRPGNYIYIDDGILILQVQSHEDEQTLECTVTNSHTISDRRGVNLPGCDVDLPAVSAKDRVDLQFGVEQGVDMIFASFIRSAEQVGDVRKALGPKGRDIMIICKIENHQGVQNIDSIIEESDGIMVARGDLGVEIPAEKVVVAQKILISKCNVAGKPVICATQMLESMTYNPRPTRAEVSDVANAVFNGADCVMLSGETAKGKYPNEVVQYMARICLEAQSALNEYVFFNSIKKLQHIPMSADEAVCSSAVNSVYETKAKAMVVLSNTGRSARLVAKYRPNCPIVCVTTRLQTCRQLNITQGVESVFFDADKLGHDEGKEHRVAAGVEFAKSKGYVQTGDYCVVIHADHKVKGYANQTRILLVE
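Purified LmPK (0.1 nM) with 0.5 mM PEP and 0.1 mM ADP in imidazole buffer pH 7.2 with MgCl2/KCl, 1 h at room temperature. ATP formed was read by luciferase luminescence and normalized to no-enzyme and uninhibited controls.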
AmpC inh detg – qHTS Inhibitors of AmpC Beta-Lactamase (assay with detergent). P00811. AmpC hydrolysis of nitrocefin, absorbance 480 nm, 0.01% Triton. Potency, µM (titrated, usually from 114 µM), for the others: top-dose activity change, negative = inhibition, actives largely listed as inhibitors. hit rate 0.041% among 370,000. AID 485294, 2010;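 also: potency is read from the fitted curve at half-maximal effect; 0% = no-compound wells and -100% = no-enzyme wells; nearly all actives have a fitted effect of over 25% in size; some results filed as inactive show a strong effect at the top dose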
Target sequence (P00811 whole entry, looked up): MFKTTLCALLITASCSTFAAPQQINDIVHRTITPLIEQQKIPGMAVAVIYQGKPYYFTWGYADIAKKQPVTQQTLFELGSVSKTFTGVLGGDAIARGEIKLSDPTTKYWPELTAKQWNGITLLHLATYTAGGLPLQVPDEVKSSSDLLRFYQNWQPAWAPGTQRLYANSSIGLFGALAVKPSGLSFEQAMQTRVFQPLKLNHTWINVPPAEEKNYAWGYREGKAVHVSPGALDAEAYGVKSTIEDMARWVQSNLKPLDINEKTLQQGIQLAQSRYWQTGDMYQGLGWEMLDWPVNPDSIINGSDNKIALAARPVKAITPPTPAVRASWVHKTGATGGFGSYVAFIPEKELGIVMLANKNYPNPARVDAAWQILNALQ
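AmpC (5.3 nM in the dispensed reagent) in 20 mM phosphate pH 7.0 with 0.01% (detergent screen) or 0.0001% Triton X-100 was preincubated with compounds for 15 min at room temperature. Nitrocefin was then added from an 800 uM solution, and hydrolysis was followed at 480 nm.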
AmpC no deterg – qHTS Inhibitors of AmpC Beta-Lactamase (assay without detergent); AmpC nitrocefin hydrolysis, absorbance 480 nm, 0.0001% Triton; Potency, µM (highest dose often 57.1 µM), inactives show at the highest dose activity change, negative = inhibition, most hits filed as inhibitors; hit rate 0.52% among 330,000;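 also: potency is read from the fitted curve at half-maximal effect; plate controls were no compound for no effect and no enzyme for full effect; nearly all actives have a fitted effect of over 20% in size; some results filed as inactive show a strong effect at the top dose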
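AmpC (5.3 nM in the dispensed reagent) in 20 mM phosphate pH 7.0 with 0.01% (detergent screen) or 0.0001% Triton X-100 was preincubated with compounds for 15 min at room temperature. Nitrocefin was then added from an 800 uM solution, and hydrolysis was followed at 480 nm.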
HCMV inh – qHTS Assay for inhibitors of the human cytomegalovirus (HCMV) | HFF cells, HCMV-luciferase reporter, 72 h; stronger effect = lower value | activity change, negative = inhibition, % at 57.5 µM | hit rate 4.5% among 410,000; in the data active = activity change below about -60%; inconclusive = no clear call, values can overlap the other calls; inactive = above about -39%
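Steps: HFFs plated, 16 h 37C; compounds added; HCMV-luciferase added to MOI 1 PFU/cell; 72 h 37C; OneGlo reagent, 5 min room temperature; luminescence read, normalized to controls.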
AMA1 RON2 block – qHTS for Inhibitors of AMA1-RON; Towards Development of Antimalarial Drug Lead: Primary Screen | Plasmodium falciparum AMA1 (3D7) - RON2 peptide interaction | AlphaScreen AMA1-biotinylated RON2 peptide binding | Potency, µM (doses to about 58.2 µM), inactives show at the top dose activity change, negative = inhibition, usual class: inhibitors | hit rate 0.2% among 360,000 | AID 720542, 2013;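 also: potency is read from the fitted curve at half-maximal effect; 0% = vehicle wells and -100% = peptide control; nearly all actives have a fitted effect of over 45% in size; some results filed as inactive show a strong effect at the top dose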
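AMA1 (3D7) with his tag at 25 nM final met compounds first, then biotinylated RON2 peptide at 25 nM; detection used donor plus acceptor beads, 10 µg/mL apiece, read by AlphaScreen after 30 min at room temperature.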
TbPYK inhibitor – qHTS of Trypanosoma Brucei Inhibitors. TbPYK enzyme, Kinase-Glo Plus ATP luminescence, 45 min. hit rate 0.12% among 410,000. Potency, µM (series often up to 76.8 µM), for the others: top-dose activity, negative = inhibition, most hits filed as inhibitors. pyruvate kinase (Trypanosoma brucei), Q57TT1; also: potency is read from the fitted curve at half-maximal effect; nearly all actives have a fitted effect of over 50% in size
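TbPYK + substrate in 50 mM TEA pH 7.2, 100 mM KCl, 10 mM MgCl2, 0.05% BSA, 0.01% Tween-20; cpd pinned; ADP 130 uM final; 45 min RT; Kinase-Glo Plus 10 min; luminescence endpoint.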
Sm TGR block – qHTS Assay for the Inhibitors of Schistosoma Mansoni Peroxiredoxins; Schistosoma mansoni thioredoxin glutathione reductase (TGR), Q962Y6; purified TGR, DTNB reduction, TNB absorbance 405 nm; Potency, µM (top dose mostly 114 µM), inactives show at the top dose activity change, negative = inhibition, most hits filed as inhibitors; hit rate 3% among 360,000; also: potency is read from the fitted curve at half-maximal effect; nearly all actives have a fitted effect of over 60% in size
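TGR 20 nM + NADPH 100 uM (dispensed conc.), cpd preinc 15 min RT; start with NADPH (500 uM addition) then DTNB (15 mM addition). Kinetic TNB absorbance, 405 nm filter. Four-parameter Hill fit across titration.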
The depositor's hits bear a star; ? = inconclusive; · = not tested or not shown; & = joins results of further samples; [ ] = remark or other dose. Unless noted, calls follow the shape of the dose curve; as a rule, active = well fitted curve in the direction sought with a large enough effect; inconclusive = small, poorly fitted or top-dose-only effect, or another doubt; inactive = no such curve, though single readings can be large; an effect the other way counts as inactive or inconclusive. Unless noted, % is scaled to controls: 0 for no effect and ±100 for the full control effect.

SMILES	LmPK inhibitor	AmpC inh detg	AmpC no deterg	HCMV inh	AMA1 RON2 block	TbPYK inhibitor	Sm TGR block
CC(=O)N1c2ccc(S(=O)(=O)NCCC(=O)Nc3ccc(Br)c(C)c3)cc2CC1C (centres undefined)	·	3%	·	?	·	-12%	8%
COc1ccc(CNC(=O)COC(=O)c2ccc(OCC3CCCO3)cc2)cc1 (centres undefined)	·	?	-13%	0	-3%	-5%	1%
O=C(CCSCc1cccc(F)c1)NCc1ccc(F)cc1	7%	-7%	-12%	13	-3%	-26%	9%
Cc1ccc(-c2nc3sc(CCNC(=O)c4ccc(F)c(F)c4)c(C)n3n2)cc1	·	2%	·	35	·	5%	1%
CCOCC(=O)Nc1ccc(-c2cn3cccnc3n2)cc1	-8%	6%	-11%	13	0%	3%	0%
O=[N+]([O-])c1ccccc1/C=N/n1c(COc2ccccc2)n[nH]c1=S	-3%	3%	-38%	-28	39%[activator]	?	21%
N#C/C(=C\c1ccc(N2CCOCC2)o1)C(=O)NC1CCCCC1	-2%	-6%	5%	-6	-6%	-7%	35µM*
CCOC(=O)/C(N=Nc1ccc(C(=O)O)cc1[N+](=O)[O-])=C(\C)O	-18%	1%	-9%	72	2%	1%	-4%
CCCCS(=O)(=O)N1CCC(C(=O)NCC2CCCO2)CC1 (centres undefined)	-5%	?	2%	-24	-7%	-2%	10%
Cc1ccnc(N2C(=O)OC(C)(C)C2(C)O)c1 (centres undefined)	-2%	1%	-17%	28	2%	-2%	-2%
Fc1ccc(NC(=S)Nc2cccc3ccccc23)cc1F	-5%	-4%	-32%	-71*	103%[activator]	-11%	-20%
C=CCn1c(=O)c2c3c(sc2n2c(Nc4ccc(OC)cc4)nnc12)CCCC3	2%	-10%	29%	-38	?	6%	-6%
CC#CCN1c2ccccc2[C@]23C[C@@H](C(=O)OC)N(C(=O)c4ccc(Br)cc4)C2=NC(C(=O)OC)=C(C(=O)OC)[C@H]13	0%[11.5 µM]	·	·	·	-5%	-4%	·
Cc1ccc(C(=O)NNC(=S)NC(=O)c2ccc(Cl)cc2)cc1	0%	-10%	-25%	-11	94%[activator]	-15%	7%
Cc1nnc(NC(=O)CCS(=O)(=O)c2ccccc2)s1	4%	?	-7%	120	-18%	-23%	-15%
Cc1ccc(N(CCC#N)C(=O)CN2C(=O)NC(Cc3ccccc3)C2=O)cc1 (centres undefined)	1%	-13%	-9%[11.4 µM]	15	2%	-7%	-3%
COc1cccc(NCCC(=O)c2cccc([N+](=O)[O-])c2)c1	4%	4%	-35%	?	-2%	-4%	?
Cc1ncc(CNC(=O)N(CCCl)N=O)c(N)n1	·	?	-21%	9	5%	-4%&-10%	-22%
Cc1cc(C)cc(-n2c(=O)c3ccccc3n(CC(=O)NCC3CCCO3)c2=O)c1 (centres undefined)	3%	-1%	-8%	6	4%	-8%	6%
Cc1ccc(NC(=S)NC(=O)C2CC2)cc1Cl	1%	-11%	-27%	27	18%	1%	?
CCc1c(C)sc(NC(=O)OC)c1C(=O)N1CCCCC1	1%	-4%	-14%	-13	-3%	-10%	-18%
CC(C)CNC(=O)c1ccccc1SCC(=O)NC12CC3CC(CC(C3)C1)C2	0%	2%	-4%	-28	13%	-4%	3%
CCOc1ccccc1NC(=O)COC(=O)c1ccc(S(=O)(=O)N2CCCC2)cc1	·	?	-12%	-37	1%	1%	0%
CCc1nc2ccccc2n1CCc1ccccc1	-1%	-13%	-15%	?	-4%	-1%	-4%

Continued; the last two above are carried over.
SMILES	LmPK inhibitor	AmpC inh detg	AmpC no deterg	HCMV inh	AMA1 RON2 block	TbPYK inhibitor	Sm TGR block
CCOc1ccccc1NC(=O)COC(=O)c1ccc(S(=O)(=O)N2CCCC2)cc1	·	?	-12%	-37	1%	1%	0%
CCc1nc2ccccc2n1CCc1ccccc1	-1%	-13%	-15%	?	-4%	-1%	-4%
COc1cc(NC(=O)Cc2ccc([N+](=O)[O-])cc2)c(C(=O)O)cc1OC	0%	?	-23%	-18	-4%	10%	-20%
CCOC(=O)c1c(CN2CCCCC2C)oc2ccc(OC)cc12 (centres undefined)	0%	-3%	40%	23	7%	4%	11%
CCc1cc2c(=O)c(-c3nc4ccccc4n3C)coc2c(CN2CCCCC2C)c1O (centres undefined)	-1%	-1%	-3%	29	-30%	4%	-1%
Cc1cccc(NCC(=O)N/N=C\c2ccccn2)c1	-5%	3%	-8%	9	116%[activator]	-9%	-4%[57.1 µM]
Cc1nnc(SCC(=O)NCc2ccc3c(c2)OCO3)n1C	4%	-6%	-8%	-1	-19%	-26%	-12%
C[C@H](CO)N1C[C@H](C)[C@@H](CN(C)S(=O)(=O)c2ccc(F)cc2)Oc2ccc(NC(=O)CCC(F)(F)F)cc2C1=O	·	·	177%[activator]	-1	9%	-3%	·
O=S(=O)(Nc1ccc2c(c1)nc1n2CCOC1)c1ccc(Cl)cc1	-1%	?	-27%	8	-13%	2%	6%
N#CCCN(C(=O)COC(=O)Cc1ccc(Br)cc1)c1ccccc1	12%	-2%	69%[activator]	-2	3%	1%	6%
O=C(/C=C/c1ccccc1)OCC(=O)N1CCN(c2ccccc2)CC1	·	-14%	-1%	-1	1%	-1%	4%
CN(C)c1ccc(CNC(=O)Cn2ccc3cc(S(=O)(=O)N4CCCCCC4)ccc32)cc1	·	2%	·	-8	·	-2%	?
Cc1ccc(-c2nnn(CC(=O)NCCc3ccc4c(c3)OCO4)n2)cc1	-3%	?	-4%[11.4 µM]	?	-2%	3%	-5%
COC(=O)C1=C(C)N(c2cccc3ccccc23)C(=O)C1	0%	-13%	-28%	-6	-7%	-6%	?
COC(=O)c1ccccc1NC(=O)Cn1nnc(-c2ccc3c(c2)OCO3)n1	0%	-13%	1%	-17	-12%	0%	1%
COc1ccc(NC(=O)C(C)NS(=O)(=O)c2ccccc2)cc1Cl (centres undefined)	1%	?	-19%	-4	-3%	-7%	5%
Cc1c(NC(=O)COC(=O)/C=C/c2cccc(F)c2)c(=O)n(-c2ccccc2)n1C	·	·	·	-30	-7%	5%	·
CCCCn1c(N)c(N(CC(C)C)C(=O)CC(NC(=O)c2ccccc2Cl)c2ccccc2)c(=O)[nH]c1=O (centres undefined)	·	·	·	-1	5%	2%	·
Cc1cc(C)c(N(C(=O)c2csnn2)C(C(=O)NC(C)(C)C)c2ccncc2)c(C)c1 (centres undefined)	1%	-2%	0%	?	-3%	-3%	0%
Cc1ccc(NC(=O)Nc2nnc(N(C)C3CCCCC3)s2)c(Cl)c1	·	-11%	·	-8	·	-1%	-7%
Cc1ccc(C)c(NC(=O)c2ccc(S(=O)(=O)C(F)F)cc2)c1	-8%	1%	-14%	2	2%	0%	-1%
CCCCc1ncc(CN2CCC(n3nccc3NC(=O)c3ccccc3OC)CC2)[nH]1	5%	-13%	63%[activator]	-28	12%	-16%	-18%
COc1ccc(CNC(=O)CCS(=O)(=O)c2cc3c4c(c2)CCN4C(=O)CC3)cc1OC	·	-4%	·	16	·	-5%	3%
O=C(Nc1nnc(S(=O)(=O)N2CCCCCC2)s1)c1ccccc1Cl	0%	-11%&14%	-28%	7&1	8%	-6%&1%	-22%&12%
C[C@@H](C(=O)Nc1cc(C(F)(F)F)ccc1N1CCOCC1)N1C(=O)C2CC=CCC2C1=O (some centres undefined)	·	·	·	-10	-9%	-5%	·
CN1CCN(S(=O)(=O)c2cccc(C(=O)N(C)CC(=O)Nc3ccc(F)c(F)c3F)c2)CC1	·	-10%	-6%	-28	1%	-9%	-11%

Rewritten with two lines to a compound: 2 of the compounds above
Each structure is followed by: LmPK inhibitor | AmpC inh detg | AmpC no deterg | HCMV inh | AMA1 RON2 block | TbPYK inhibitor | Sm TGR block
> O=S(=O)(Nc1ccc2c(c1)nc1n2CCOC1)c1ccc(Cl)cc1
  -1% | ? | -27% | 8 | -13% | 2% | 6%
> N#CCCN(C(=O)COC(=O)Cc1ccc(Br)cc1)c1ccccc1
  12% | -2% | 69%[activator] | -2 | 3% | 1% | 6%

More structures follow.
SMILES	LmPK inhibitor	AmpC inh detg	AmpC no deterg	HCMV inh	AMA1 RON2 block	TbPYK inhibitor	Sm TGR block
CC(C)[C@H](NS(=O)(=O)c1ccc2c(c1)OCCO2)C(=O)OCC(=O)Nc1ccccc1Cl	-2%	-10%	-9%	-39	23%	-6%	4%
CC(C)c1nnc(NC(=O)Cn2nc(-c3ccc4c(c3)OCCO4)ccc2=O)s1	3%	-6%	-14%	35	15%	2%	-5%
O=C(O)CCN1CCc2ccccc21	3%	-8%	-10%	43	-7%	-12%	?
CCCSCCCNC(=O)c1ccc2nc(Cc3ccccc3)oc2c1	·	14%	·	12	·	-5%	18%
CC(C)(C)NC(=O)COC(=O)c1ccc(S(=O)(=O)N2CCCC2)cc1	8%	2%	-8%	41	-6%	0%	4%
CC(C)OC(=O)CSc1nnc(-c2ccccc2)n1N	0%	-1%	-24%	-26	-8%	·	-17%
Cc1nn(-c2nc3ccccc3[nH]2)c(=O)c2ccccc12	7.1µM*	?	-20%[11.4 µM]	-91*	-1%	?	3%
O=C1c2ccccc2C(=O)N1CCCn1c2ccc(Cl)cc2c2nc3ccccc3nc21	·	·	·	-25	8%	1%	·
COc1ccc(OC)c(C2C(C(=O)Nc3ccc(C)cc3)=C(C)Nc3nnnn32)c1 (centres undefined)	·	-7%	·	-27	·	4%	4%
CC(=O)C1C(c2ccc(C)cc2)c2c(noc2C)CC1(C)O (centres undefined)	1%	5%	-16%	-33	13%	-9%	0%
CC1CCc2sc3ncnc(N4CCOCC4)c3c2C1 (centres undefined)	-8%	?	-3%	?	-8%	-20%	6%
Brc1ccccc1-c1nnc(CSc2nncn2-c2ccccc2)o1	1%	-11%	-3%	12	12%	-3%	-10%
C#CCN(C#N)c1nc(NCC)nc(NC(C)C)n1	-8%	0%	-14%	-21	28%	5%	12%
COc1ccc(Cc2c(C3CCCCC3)nc3c(C)cc(Br)cn23)c(C)c1	·	·	·	-15	-12%	-5%	·
Cc1cccc(N2CCN(C(=O)Cn3c(=O)[nH]c4ccsc4c3=O)CC2C)c1 (centres undefined)	6%	?	-5%	-23	4%	0%	-29%
O=C1c2ccc(Oc3ccc([N+](=O)[O-])cc3)cc2C(=O)N1CCO	3%	-10%	-5%	10	5%	17%	-2%
